# Screening results as filed in PubChem BioAssay.
# Hck-Nef inh = inhibitors of human Hck kinase activated by Nef; inhibition, % at 20 µM; Recombinant Hck-YEEI plus Nef, Z-Lyte FRET kinase assay; 220,000 compounds, 0.68% hits;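 active = Hck-Nef kinase inhibition above about 50%, limit read from the data; inactive = inhibition below that limit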;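 note: 0% = DMSO with Hck plus Nef and 100% = Hck alone without Nef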
# L929 necroptosis = L929 zVAD cell death inhibition; viability rescue, % at 10 µM; L929 zVAD necroptosis rescue, ATP luminescence, 24 h; with zVAD 60 µM; 220,000 compounds, 0.38% hits;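 active = activation, scaled between plate controls, above about 75%, limit read from the data; inactive = activation under that limit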;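 note: 0% = zVAD with DMSO and 100% = DMSO alone without zVAD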
# EP2 mod = modulates human prostaglandin E2 receptor EP2 signaling. P43116. EP2-expressing cells, cAMP HTRF FRET, PGE2 co-stimulation. induction, % at 25 µM. 260,000 compounds, 0.83% hits;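 active = compounds whose cAMP rise, as percent of the full-agonist control response, exceeds 60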;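 note: rat C6 glioma line stably carrying human EP2 under a CMV promoter; the protocol text gives 20 µM as final concentration; 100% = response of wells given 1 µM PGE2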
# m-calpain inh = blocks pig calpain II enzyme activity | AID 1236 | inhibition, % at 16 µM | 220,000 compounds, 0.37% hits | purified calpain II, fluorogenic peptide substrate, 30 min;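 active = inhibition above about 50%, limit read from the data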
# 14-3-3 Bad inh = disrupts binding of bovine 14-3-3 zeta to phospho-Bad peptide | P63103 | 220,000 compounds, 0.71% hits | inhibition, % at 21.7 µM | TR-FRET 14-3-3zeta/Dy647-pBad peptide displacement, 1 h;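 active = inhibition above about 70%, limit read from the data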;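 note: 0% = full 14-3-3 plus peptide FRET controls and 100% = background without 14-3-3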
# Rad51 HR inh = blocks human Rad51 in homologous recombination; inhibition, % at 10 µM; 200,000 compounds, 0.085% hits; Q06609; AID 1385; hRad51 DNA strand exchange, fluorescence dequenching;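 active = inhibition above 40% at the single screening dose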;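 note: 0% = DMSO control wells and 100% = blanks with heterologous ssDNA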
#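 Test system: preformed human Rad51 ssDNA filaments. Compound dosing: single dose, 10 µM final compound. Incubation: filaments 15 min 37 °C, then compound 30 min. Technique: FRET fluorescence dequenching, excitation 485 nm, emission 520 nm. Read-out basis: percent inhibition from fluorescence, normalised to plate control and blank means. Benchmarks: plate controls and plate blanks.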
# TbHK1 inh = blocks Trypanosoma brucei hexokinase 1 activity. inhibition, % at 10 µM. recombinant TbHK1, G6PDH-coupled NADH A340. 220,000 compounds, 0.11% hits;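 active = inhibition of 50% or more in the single-dose primary screen; inactive = inhibition below 50%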
# PGE2 EP2 inh = inhibitors of human EP2 prostaglandin E2 receptor; P43116; C6 glioma cells expressing human EP2, cAMP TR-FRET; cells stimulated with saturating PGE2; inhibition, % at 25 µM; 260,000 compounds, 0.52% hits;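 active = percent inhibition above 40 after rounding to a whole number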;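 note: rat C6 glioma host cells with rolipram phosphodiesterase inhibitor present; the protocol text gives 20 µM as final concentration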
# eIF4E-4G inh = inhibitors of eIF4E and eIF4G interaction in translation initiation; P63073+Q04637; TR-FRET eIF4E-eIF4GI(517-606) binding, 2 h; 220,000 compounds, 0.37% hits; inhibition, % at 21.7 µM;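 active = inhibition above about 30%, limit read from the data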;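 note: 0% = full FRET control wells and 100% = background wells lacking eIF4GI fragment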
# * marks the source's active call; other numbers are inactive results; i = inactive; . = no result given; & = joins results of further samples; [ ] = remark or other dose.
SMILES,Hck-Nef inh,L929 necroptosis,EP2 mod,m-calpain inh,14-3-3 Bad inh,Rad51 HR inh,TbHK1 inh,PGE2 EP2 inh,eIF4E-4G inh
CC1CCN(C(=O)c2cc(-c3ccccc3O)on2)CC1,15,2.6,4,-2,-2,-4,-6,8,2
c1ccc(CSc2ccc(-c3cccs3)nn2)cc1,2,1.1,9,-11,5,2,-7,4,-3
CCCCOc1cc(=O)[nH]c(=O)[nH]1,-2,0.2,-30,13,-3[fluorescence artefact?],-7,-5,10,5
O=C(NCc1ccco1)c1ccc(Cl)c(S(=O)(=O)N2CCOCC2)c1,-10,-0.4,-7,21,8,6,-1,4,8
Cc1ccc2nc(/C(C#N)=C\c3ccc(N4CCOCC4)o3)[nH]c2c1,6,0.0,-44,-6,-10,i,-13,22,3
COc1ccc(N2C(=O)C(F)(F)C2c2ccccc2F)cc1 (stereo not given),21,1.2,50,-2,-7,-7,-3,4,3
CN(C)CCCNC(=O)C(=O)NCC1CCCO1 (stereo not given),-25,0.4,14&-11,-4,-5,16,3,9&7,-2
CC1(C)CC(=O)c2sc(N3CCCCC3)nc2C1,1,0.9,11,16,-1[fluorescence artefact?],0,-53,10,-3[fluorescence artefact?]
Cc1cc(=O)[nH]c(SCC(=O)Nc2ccccc2C#N)c1C#N,3,0.0,25,-7,10,5,-6,3,13
CCOC(=O)c1ccc(NC(=O)CSc2nnc(NC(=O)c3ccc(S(=O)(=O)N4CCOCC4)cc3)s2)cc1,2,-0.1,-7,-25,12,-7,-4,11,0[fluorescence artefact?]
Fc1ccc(Oc2cnns2)cc1,18,0.9,1,-11,-8,.,-2,1,-1
COc1ccc(N(CC(=O)Nc2cc(C)on2)S(=O)(=O)c2ccc(Cl)cc2)cc1,8,0.8,-1,16,3,-4,-7,13,1
COc1ccccc1CN1C(=O)C(=O)N(Cc2cccc(C)c2)C1=O,-5,0.1,25,15,-8,-4,1,4,9
CC(C)c1ccc2[nH]c(O)c(N=NC(=O)c3cccc(S(=O)(=O)Nc4cccc(Cl)c4)c3)c2c1,17,0.3,17,25,10,9,-38,4,4
CCOC(=O)C1(O)CC(C)=NN1C(=O)c1cccc(Br)c1 (stereo not given),17,-0.2,11,15,-5,.,7,5,-3
Clc1ccccc1CSc1nnc(Cn2cnc3ccccc32)n1-c1ccccc1,-2,-0.3,-9,4,-8,6,0,14,4
CC(C)(C)n1ncc2c(=O)n(CC(=O)NCc3ccccc3Cl)cnc21,0,2.0,-14,8,0,-6,5,7,11
Nc1nc(CN2CCN(Cc3ccccc3)CC2)nc(N2CCCc3ccccc32)n1,-8,-0.8,-34,-1,-10,-3,-8,7,-9
CN(C)S(=O)(=O)c1ccc(C(=O)Nc2cccc(S(=O)(=O)NC3=NCCC3)c2)cc1,17,0.3,-6,-24,-6,-8,-8,4,-3
O=C(COC(=O)c1cc(Br)ccc1O)Nc1cc(S(=O)(=O)N2CCCC2)ccc1Cl,2,0.6,-5,-85,-11,2,-3,12,-3
Cc1c(C(=O)Nc2ccc(-c3nnc4n3CCCCC4)cc2)oc2ccc(Br)cc12,5,1.9,8,-96,30,2,-18,8,10[fluorescence artefact?]
O=C(CCCC(=O)OCC(Cl)=C(Cl)Cl)Nc1ccccc1F,0,1.4,8,-11,-2,-6,-2,13,1[fluorescence artefact?]
CCOc1ccc(C(=O)Nc2cccc3nsnc23)cc1[N+](=O)[O-],31,0.7,-6,-70,-8,-10,13,3,3
O=C(CN1c2ccccc2Sc2ccccc21)NNC(=O)Nc1ccc(Cl)c(Cl)c1,15,-0.2,-5,-11,2,-8,25,8,-2
COC(=O)CN1C(=O)Nc2ccc(C)cc2C1c1ccccc1 (stereo not given),20,1.5,6,-18,-4,0,0,11,-1
COCCNC(=O)C1=NOC(Cn2cc(C#N)c(=O)n(C)c2=O)C1 (stereo not given),47,1.9,20,-13,-1,-15,0,7,0
CC1Cc2ccccc2N1S(=O)(=O)c1c(N)n(C)c(=O)n(C)c1=O (stereo not given),27,3.0,35,-7,-7,-6,4,15,-1
O=C(N/N=C/c1cccs1)c1cccc(NC(=O)c2ccc(Cl)cc2)c1,3,0.7,-16,-35,0,.,-11,7,2[fluorescence artefact?]
CCOC(=O)N1CCN(C(=O)CCS(=O)(=O)c2ccc(Br)s2)CC1,-2,-0.3,11,-20,5,1,-1,5,2
COc1ccc(/C=N/N=C2/NC(=O)C(CC(=O)O)S2)cc1OS(=O)(=O)c1ccccc1 (stereo not given),-4,3.6,12,27,2,-3,-40,5,-2
Cc1ccc(C(=O)NCCCNc2ccc(C(F)(F)F)cc2[N+](=O)[O-])cc1,2,0.4,-7,12,-3,5,5,6,1
NC(=S)NN=C1C2CC3CC(C2)CC1C3,27,-1.1,-28,-6,1,-3,-6,4,-3
Cc1ccccc1-c1nsc(SCC(=O)NCc2ccc3c(c2)OCO3)n1,2,-0.3,-10,4,4[fluorescence artefact?],3,4,3,1
CCN(CC)C(=O)Oc1ccc2c(=O)c(-c3ccc(OC)cc3)c(C)oc2c1,3,-0.2,-12,7,2,2,-5,7,1
CCOC(=O)c1c(NC(=S)NC)sc2c1CC(C)(C)SC2,2,1.4,20,10,3,0,0,9,-3
CCOC(=O)c1cc(S(=O)(=O)N2CCN(C(=O)OCC)CC2)cn1C,0,-0.1,9,20,-1,2,3,-3,7
CC(C)C(CO)N1CCN(Cc2ccccc2)CCC1=O (stereo not given),23,0.4,-1,-14,-6,-4,-17,20,-2
Cc1c(C(=O)N/N=C/c2ccc(N(C)C)cc2)[nH]c2ccc(Cl)cc12,4,-0.7,-8,-101,0,.,-7,11,-1
CC(=O)N=c1c(C#N)cc2c(=O)n3cccc(C)c3nc2n1Cc1ccco1,165*,-0.8,1,-101,-2,7,-19,12,8
O=C(CCCN1C(=O)c2ccccc2C1=O)Nc1nnc(C2CC2)s1,16,3.9,1,-11,-8,2,3,2,3
Cc1noc(C)c1CSc1nc2ccccc2c(=O)n1-c1ccccc1,1,0.5,53,23,-3,0,1,15,4
Cc1n[nH]c(=S)n(/N=C/c2cccs2)c1=O,8,0.5,2,-12,-6,3,-29,8,7
COc1ccc(/C=C/C(=O)OCC(=O)NCC2CCCO2)cc1 (stereo not given),2,0.7,-3,-10,-10,10,-8,1,17[fluorescence artefact?]
COc1cccc(C2NC(=O)NC(C)=C2C(=O)Nc2cc(OC)ccc2OC)c1 (stereo not given),2,0.2,-9,-18,-1[fluorescence artefact?],-9,-6,1,0[fluorescence artefact?]
O=[N+]([O-])c1cccc(/C=N/Nc2cc(Cl)nc(-c3ccccc3)n2)c1,3,0.2,1,28,-7,5,3,11,6
Cc1ccc(NC(=O)c2nc[nH]c2C(=O)N2CCCCC2)c(C(=O)c2ccccc2)c1,0,0.3,19,-3,0,7,18,5,12
COc1ccc(C2C(C(=O)N3CCOCC3)=C(C)NC3=C2C(=O)CC(C)(C)C3)c(OC)c1 (stereo not given),6,-0.1,6,i,-12,0,2,14,8
CS(=O)(=O)N(Cc1ccccc1)c1ccc(C(=O)NCCSc2ccccn2)cc1,-2,0.0,-89,1,-7[fluorescence artefact?],4,32,6,3
CCOc1cc(NC(=S)Nc2cccc(OC)c2)c(OCC)cc1NC(=O)C1CC1,0,0.5,51,-59,-7,-7,-1,5,-9
Cc1cn2c(-c3ccc(Cl)cc3)nnc2s1,14,2.6,-15,-3,2,4,-6,7,4[fluorescence artefact?]
COc1ccccc1-c1cc(C(=O)N2CCN(c3ccccc3OC)CC2)no1,0,1.4,-9,5,-15,4,-12,5,-3
N#CCn1c(CCl)nc2ccccc2c1=O,-7,3.9,15,5,-6,6,4,10,1
CS(=O)(=O)Nc1ccc(C(=O)Nc2ccc(S(=O)(=O)N3CCCC3)cc2)cc1,-6,0.6,24,15,3,-3,-8,-2,0
Cc1ccc(N(CC(=O)N2CCc3ccccc32)S(=O)(=O)c2cccs2)cc1,2,-0.6,31,-36,9,-1,-6,7,3
Cc1ccc2c(C)cc[n+](CCCS(=O)(=O)[O-])c2c1,1,0.1,-8&-1,12,14,.,7,19&9,-3
O=C1/C(=C\c2ccco2)NC(=S)N1c1ccccc1,53*,-0.7,-13,-52,1,-7,-10,9,3
O=C(CN1CCN(Cc2ccccc2)CC1)N/N=C/c1cccs1,-4,-1.1,-9,15,-6,3,-24,14,-2
Cc1cc([N+](=O)[O-])nn1CCCC(=O)NC1CCCCC1,20,0.1,11,-13,-3,.,1,8,1
Fc1ccc(COc2ccc(/C=N/n3cnnc3)cc2)cc1,0,-0.4,-4,6,-7[fluorescence artefact?],1,9,8,3[fluorescence artefact?]
O=C(Nc1nnc(-c2ccco2)s1)C1CC1,1,0.2,23,-31,-12,3,3,15,4

# Other records
SMILES,Hck-Nef inh,L929 necroptosis,EP2 mod,m-calpain inh,14-3-3 Bad inh,Rad51 HR inh,TbHK1 inh,PGE2 EP2 inh,eIF4E-4G inh
C=C1CC2C3CC[C@@]4(OCOC45COCO5)[C@@]3(C)C(O)CC2[C@@]2(C)CCC(=O)C=C12 (stereo not given in full),-1,0.7,-45,5,-5,6,-3,3,6[fluorescence artefact?]
NC(=O)N/N=C/c1ccc(N2CCOCC2)s1,6,1.0,-14,-18,-16,-27,-15,9,8
O=S(=O)(NCCn1cccc1)c1ccc2ccccc2c1,21,0.6,-20,-4,-4,3,3,6,3
FC(F)(F)c1ccc(-c2nnc(-c3ccccn3)c(-c3ccccn3)n2)nc1,-2,0.1,-17,1,-8,17,-18,15,0
CSc1nc(C)c(CCOCc2ccccc2)c(=O)[nH]1,0,0.0,34,-22,-1[fluorescence artefact?],0,-5,8,-1
O=c1cc(-c2ccc([N+](=O)[O-])cc2)c2cc3c(cc2[nH]1)OCCO3,-1,6.3,-11,-2,0,7,-7,5,-3
Cc1cc(=O)[nH]c(SCC(=O)N2CCCc3ccccc32)n1,7,0.1,24,-4,8,5,6,7,1
O=C(Cc1ccccc1[N+](=O)[O-])Nc1nccs1,22,0.0,2,-34,-6,12,-10,2,-10
CCn1c(N)c(C(=O)Nc2ccccc2C(=O)OC)sc1=S,2,12,-12,-36,-4,3,-7,11,13
CCOC(=O)Cc1csc(NC(=O)C(NC(=O)C2CCCCC2)C(C)C)n1 (stereo not given),18,1.1,-36,-1,-5,-41,10,4,-1
COCCN(Cc1cc2cc3c(cc2nc1Cl)OCO3)C(=O)Nc1ccc(F)cc1,2,0.2,-23,16,6,-4,-19,6,5
CCOC(=O)c1c(OCC)[nH]c2ccc(O)cc12,-12,1.3,-6,21,-10,-12,6,5,-2
Cc1ccc(NC(=O)C(OC(=O)c2ccc(NC(N)=O)cc2)c2ccccc2)cc1Cl (stereo not given),2,85*,-7,-20,-1,-3,-8,7,1[fluorescence artefact?]

# Reformatted: results already given.
SMILES	Hck-Nef inh	L929 necroptosis	EP2 mod	m-calpain inh	14-3-3 Bad inh	Rad51 HR inh	TbHK1 inh	PGE2 EP2 inh	eIF4E-4G inh
NC(=O)N/N=C/c1ccc(N2CCOCC2)s1	6	1.0	-14	-18	-16	-27	-15	9	8
O=S(=O)(NCCn1cccc1)c1ccc2ccccc2c1	21	0.6	-20	-4	-4	3	3	6	3
FC(F)(F)c1ccc(-c2nnc(-c3ccccn3)c(-c3ccccn3)n2)nc1	-2	0.1	-17	1	-8	17	-18	15	0

# Only part of the results is shown; rates above refer to the full screens.
